LAP4 TOR yeast: modulators of TOR pathway LAP4-GFP in S. cerevisiae. S. cerevisiae LAP4-GFP multiplex, flow cytometry GFP, 3 h; median GFP as percent of DMSO wells. GFP response vs DMSO, % at 10 µM. hit rate 0.34% among 320,000. AID 2023;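 active means GFP response vs DMSO above a set limit, about the screen mean plus 3 SD, cut at about 150% in these data; inconclusive means under 70 cell events counted for the yeast strain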
AHR act: activators of human aryl hydrocarbon receptor | activation, % at 5 µM | AID 2796 | P35869 | AHR-responsive luciferase reporter cells, luminescence | hit rate 2.5% among 320,000; in the data active means activation above about 47%;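 further: 0% = vehicle wells and 100% = reference agonist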
MEP2 TOR yeast: yeast TOR pathway MEP2-GFP modulation; S. cerevisiae MEP2-GFP strain, flow cytometry GFP, 3 h; 100% = DMSO control level; GFP response vs DMSO, % at 10 µM; hit rate 0.51% among 330,000;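 active means GFP response versus DMSO above a set limit, roughly screen mean plus 3 SD, cut at about 180% in these data; inconclusive means fewer than 70 cells counted for a yeast strain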;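 further: median GFP fluorescence of the barcode-gated MEP2-GFP cells per well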
RPL19A-GFP yeast: yeast TOR pathway RPL19A-GFP modulation; S. cerevisiae RPL19A-GFP strain, flow cytometry, 3 h; hits give low values; hit rate 0.3% among 330,000; percent response vs DMSO, % at 10 µM;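 active means percent response vs DMSO below 50%; inconclusive means fewer than 70 events counted for the yeast strain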;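 further: median channel GFP fluorescence of the barcoded RPL19A-GFP strain; ratio of sample median GFP to plate DMSO average so 100% = DMSO; lower means less RPL19A-GFP as with rapamycin TOR inhibition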
CIT2-GFP yeast: yeast TOR pathway CIT2-GFP modulation; S. cerevisiae CIT2-GFP strain, flow cytometry, 3 h; 100 means same as DMSO wells; AID 2029; hit rate 0.065% among 320,000; GFP response vs DMSO, % at 10 µM;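 active means GFP response relative to DMSO above a set limit, near the screen mean plus 3 SD, cut at about 150% in these data; inconclusive means Fewer than 70 cells measured for a yeast strain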;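 further: ratio of well median GFP fluorescence to mean of DMSO wells on the plate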
procasp3 activ: activates human procaspase-3; hit rate 0.11% among 330,000; P42574; AID 463141; activation, % at 8.5 µM; recombinant procaspase-3 D3A, Ac-DEVD-pNA absorbance 405 nm;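 active means activation above the mean of all tested compounds plus 3 SD, cut at about 21% in these data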;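 further: 0% = DMSO alone and 100% = DMSO wells spiked with extra 5 µM PC-3 D3A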
Target sequence (P42574 whole entry D9A/D28A/D175A): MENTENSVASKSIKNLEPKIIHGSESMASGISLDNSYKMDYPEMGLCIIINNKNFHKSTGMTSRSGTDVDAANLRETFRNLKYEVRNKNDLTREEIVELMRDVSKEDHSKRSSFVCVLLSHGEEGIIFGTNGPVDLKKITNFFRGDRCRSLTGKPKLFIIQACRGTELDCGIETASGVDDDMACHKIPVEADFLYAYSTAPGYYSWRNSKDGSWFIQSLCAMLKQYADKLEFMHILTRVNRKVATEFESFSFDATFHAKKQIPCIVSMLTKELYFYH
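Assay system – Procaspase-3 D3A mutant · Benchmarks – DMSO low control, extra-enzyme high control · Technique – 405 nm absorbance of p-nitroaniline, reads at 0 and 120 min · Doses – 8.5 µM nominal · Measure – % activation between DMSO and enzyme-spiked controls · Also added – Ac-DEVD-pNA chromogenic peptide substrate · Schedule – 1 h compound preincubation, 2 h substrate hydrolysis at 25 °C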
AGP1 TOR yeast: modulators of TOR pathway AGP1-GFP in S. cerevisiae. S. cerevisiae AGP1-GFP multiplex flow cytometry, 3 h; GFP as percent of DMSO wells. GFP response vs DMSO, % at 10 µM. hit rate 0.02% among 320,000. AID 2066;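 active means GFP response relative to DMSO above a set limit, near screen average plus 3 SD, cut at about 150% in these data; inconclusive means fewer than 70 cells counted for the yeast strain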;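 further: median GFP channel fluorescence of the gated AGP1 strain per well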
proCasp7 act: activates human procaspase-7, counter-screen for procaspase-3 activators; hit rate 0.093% among 330,000; activation, % at 8.5 µM; recombinant procaspase-7, Ac-DEVD-pNA absorbance 405 nm; D23A/D198A/D206A triple mutant, cannot self-cleave; scale: DMSO 0, 5 µM enzyme 100; P55210;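 active means percent activation above the screen-wide mean plus 3 SD, cut at about 25% in these data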
Target sequence (P55210 whole entry D23A/D198A/D206A): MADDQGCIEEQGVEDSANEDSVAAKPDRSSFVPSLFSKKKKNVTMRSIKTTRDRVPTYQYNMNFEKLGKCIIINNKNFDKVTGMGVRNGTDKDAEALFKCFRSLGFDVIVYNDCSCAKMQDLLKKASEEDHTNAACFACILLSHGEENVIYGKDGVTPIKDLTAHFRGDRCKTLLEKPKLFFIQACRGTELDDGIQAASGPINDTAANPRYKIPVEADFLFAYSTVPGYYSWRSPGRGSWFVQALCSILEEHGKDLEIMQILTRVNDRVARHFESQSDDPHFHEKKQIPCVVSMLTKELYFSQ
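Detection: p-Nitroaniline absorbance at 405 nm, read at 0 and 120 min; system: Uncleavable procaspase-7 mutant enzyme; evaluation: % activation from two-timepoint absorbance difference, scaled to controls; times: 1 h enzyme–compound preincubation and 2 h substrate reaction, both 25 °C; buffer or medium: Zinc-free HEPES pH 7.4 with 300 mM NaCl, 0.01% Triton X-100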
* hit, by the source's call; u = inconclusive; x = no result given; [ ] = another dose, or the depositor's remark.

SMILES	LAP4 TOR yeast	AHR act	MEP2 TOR yeast	RPL19A-GFP yeast	CIT2-GFP yeast	procasp3 activ	AGP1 TOR yeast	proCasp7 act
CCOc1ccccc1C1C(C(N)=O)=C(C)Nc2nc(CCCO)nn21 (stereo unspecified)	101.1	1.7	103.3	101.0	96.6	2.0	107.8	1.4
CCOC(=O)c1sc(NC(=S)NC(=O)C2CCCC2)cc1C	86.8	-0.9	101.0	96.2	100.9	3.9	96.8	7.9
O=C(CNC(=O)Cc1ccccc1)NCC(=O)OCC(=O)c1ccc(Cl)cc1	102.0	-1.5	106.2	103.9	108.0	1.9	106.9	-8.4
COc1ccc2sc(SCCCS(=O)(=O)O)[n+](CCCS(=O)(=O)[O-])c2c1	88.2	-1.2	98.5	96.5	88.9	-22.3	93.0	-23.1
CC(C)C(=O)NNc1nc2ccccc2s1	103.7	7.2	104.6	96.1	98.0	1.4	105.2	0.8
COc1ccc(NC(=O)/C(C#N)=C/c2ccc(Br)o2)cc1	94.2	-4.8	103.6	97.3	102.8	-4.2	99.2	-7.6
CCCCOc1ccc(C(=O)NCC(=O)N(C)CC(=O)Nc2ccc(N3CCOCC3)cc2)cc1	99.6	2.6	92.8	96.2	88.4	7.0	97.8	-5.5
Cc1[nH]c2ccccc2c1C(=O)CN1CCCCC1C (stereo unspecified)	92.7	6.4	104.8	91.3	110.8	-3.8	96.0	-11.7
O=C1C2CC=C(Cl)CC2C(=O)N1CC1Cc2ccccc2CO1 (stereo unspecified)	97.6	-7.4	91.6	91.2	94.4	4.2	105.6	1.7
CCOc1ccc(NC(=S)NCC(c2cccnc2)N2CCOCC2)cc1 (stereo unspecified)	103.3	1.6	108.4	115.0	109.2	-0.4	109.6	-0.1
CC1CCCN(CCSc2ccc(Cl)cc2)C1 (stereo unspecified)	98.6	1.3	100.8	107.5	104.7	6.8	100.8	-8.2
N#Cc1c(-c2ccco2)cc(-c2ccccn2)nc1N	102.7	16.1	92.6	92.6	86.8	-13.1	31.8	-13.4
Cc1cccc(OCCNC(=O)CCNS(=O)(=O)c2ccc3ccccc3c2)c1	91.2	3.0	105.1	95.3	99.9	3.6	102.0	1.6
Nn1c(SC/C=C/c2ccccc2)nnc1-c1ccccn1	108.2	6.9	100.2	96.0	87.6	2.2	101.0	-1.1
COc1cccc(NC2SC(=O)N(c3ccccc3)C2=O)c1 (stereo unspecified)	99.3	2.8	99.8	97.0	92.2	-11.2	97.8	-11.6
O=C(Cc1ccccc1)NNc1c2ccccc2nc2ccccc12	90.9	15.5	100.9	97.8	89.4	-9.6	89.2	-2.7
COc1cc(-n2c(C)nc3cccnc32)c(Cl)cc1C(=O)O	89.5	0.2	104.9	102.3	102.7	0.2	99.4	-4.8
CCOC(=O)c1ccc(NC(=O)C2(c3ccc(OC)cc3)CCOCC2)cc1	113.4	0.2	100.3	95.9	101.4	6.7	104.5	0.6
CC1(C)NC(=O)N(CC(O)CN2CCCC2)C1=O (stereo unspecified)	94.2	-5.1	100.8	101.5	106.3	1.0	106.8	-6.9
CCO[C@H]1OC(C(=O)NC2CC2)=C[C@@H](c2ccc(Br)cc2)[C@@H]1CCCO	133.8	3.4	101.7	98.4	66.6	5.2	76.0	-3.3
Nc1cc(C(=O)c2ccccc2)ccc1[N+](=O)[O-]	106.5	-3.2	102.8	100.8	101.6	-4.0	100.9	-3.4
CNC(=O)c1ccsc1NC(=O)c1ccc(S(=O)(=O)N2CCOCC2)cc1	94.1	-2.8	109.8	98.5	102.4	9.3	101.8	-3.1
Cc1nnc(SCC(=O)NC2CCCCC2)n1N	99.3	1.7	107.9	96.7	108.0	-0.3	101.3	12.4
O=C(C1CCN(Cc2ccccc2)CC1)N1CCCC1	97.2	-0.6	98.0	100.9	97.3	11.3	98.9	11.8
O=C(O)/C(=C\c1ccco1)NC(=O)c1ccco1	93.9	1.3	111.1	105.2	106.9	-2.8	100.1	2.9
COC(=O)[C@@]1(Cc2ccc(F)cc2)[C@H]2c3cc(C(=O)N4CCCC4)n(CCO)c3C[C@H]2CN1C(=O)c1ccccc1	99.9	-0.9	102.5	106.2	99.5	-10.1	104.7	-0.7
O=C(NCc1ccccn1)Nc1ccc(Br)cc1	94.8	2.6	101.9	93.1	116.2	-2.2	102.5	1.4
CCCn1c(=O)c2ccccc2n2c(SCC(=O)c3ccc(CC)cc3)nnc12	94.8	-0.3	98.7	93.2	101.2	1.5	99.1	15.9
CC(=O)Nc1ccc(S(=O)(=O)NC2CCCCCC2)cc1	103.8	0.5	113.2	106.3	101.9	4.0	102.7	7.4
COc1cc2c(cc1OC)-c1cc(OCc3ccccc3Cl)nc(=O)n1CC2	101.0	3.0	98.5	95.7	98.5	0.8	101.1	4.3
CN1C2CCC1CC(NS(=O)(=O)c1cc(Cl)c(Cl)cc1Cl)C2 (stereo unspecified)	94.0	-0.5	87.6	101.6	110.0	3.0	100.2	-6.1
CCOC(=O)C1CCCN(C(=O)Cn2cccc2C(=O)c2ccccc2)C1 (stereo unspecified)	100.3	-1.2	103.0	100.0	104.2	-7.5	106.0	0.6
CN(C(=O)CSc1ncccn1)C1CCS(=O)(=O)C1 (stereo unspecified)	87.6	1.8	107.0	107.2	107.9	-2.2	101.2	-0.5
C=CCn1c(COc2ccc(F)cc2)nnc1SCC(=O)NC1CCCC1	110.9	-0.8	102.6	99.8	95.0	-2.7	109.3	7.8
O=[N+]([O-])c1cccnc1N1CCC(c2cc(-c3ccc(Cl)cc3)n[nH]2)CC1	117.3	-1.8	92.8	91.0	72.0	-2.2	95.2	2.8
CCOc1cc(N2CCOCC2)c(OCC)cc1NC(=O)COC(=O)c1ccc(Cl)nc1	99.1	-0.3	102.7	97.3	102.5	-2.5	98.2	0.2
O=C(Nc1cccc2ccccc12)N1CCN(Cc2ccccc2)CC1	99.3	29.0	95.7	103.7	98.5	-0.8	99.7	-8.8
Cc1ccc(C(=O)N2CCC(C)CC2)cc1NC1=NC2CS(=O)(=O)CC2S1 (stereo unspecified)	106.9	-1.1	109.0	101.5	98.2	0.3	103.2	8.7
CCOc1ccccc1NS(=O)(=O)c1ccc(OC)c(OC)c1	90.5	-0.2	99.7	100.1	111.3	-4.1	100.3	17.0
Cc1c(NC(=O)c2c(F)c(F)c(F)c(F)c2F)c(=O)n(-c2ccccc2)n1C	84.1	0.1	97.5	96.2	x	-12.2	93.9	11.8

Overlap with the part before: 6 entries; new compounds follow.
SMILES	LAP4 TOR yeast	AHR act	MEP2 TOR yeast	RPL19A-GFP yeast	CIT2-GFP yeast	procasp3 activ	AGP1 TOR yeast	proCasp7 act
O=[N+]([O-])c1cccnc1N1CCC(c2cc(-c3ccc(Cl)cc3)n[nH]2)CC1	117.3	-1.8	92.8	91.0	72.0	-2.2	95.2	2.8
CCOc1cc(N2CCOCC2)c(OCC)cc1NC(=O)COC(=O)c1ccc(Cl)nc1	99.1	-0.3	102.7	97.3	102.5	-2.5	98.2	0.2
O=C(Nc1cccc2ccccc12)N1CCN(Cc2ccccc2)CC1	99.3	29.0	95.7	103.7	98.5	-0.8	99.7	-8.8
Cc1ccc(C(=O)N2CCC(C)CC2)cc1NC1=NC2CS(=O)(=O)CC2S1 (stereo unspecified)	106.9	-1.1	109.0	101.5	98.2	0.3	103.2	8.7
CCOc1ccccc1NS(=O)(=O)c1ccc(OC)c(OC)c1	90.5	-0.2	99.7	100.1	111.3	-4.1	100.3	17.0
Cc1c(NC(=O)c2c(F)c(F)c(F)c(F)c2F)c(=O)n(-c2ccccc2)n1C	84.1	0.1	97.5	96.2	x	-12.2	93.9	11.8
CC(C)CC(NC(=O)C1CCC(C)CC1)C(=O)NCc1ccco1 (stereo unspecified)	103.1	0.8	98.7	99.0	108.7	11.4	100.5	1.9
CCCCC1=CC2=CC(=O)C(C)(OC(=O)CC)C(=O)C2=CO1 (stereo unspecified)	52.4[may fluoresce violet]	1.0	260.1*[may fluoresce violet]	35.4*[may fluoresce violet]	u	-2.7	u	-0.3
CCOC(=O)c1cc(NC(=O)c2cccnc2)cc(C(=O)OCC)c1	102.3	-0.1	109.8	106.1	104.3	6.3	107.2	4.0
Cc1c(C(=O)N/N=C/c2ccoc2)cccc1[N+](=O)[O-]	107.6	3.2	104.4	93.9	101.8	-2.9	104.2	0.3
O=C(COC(=O)c1ccc(O)cc1)NCc1ccc2c(c1)OCO2	95.5	3.5	103.4	98.6	x	3.3	102.4	3.2
Cc1cc(NC(=O)c2ccccc2[N+](=O)[O-])ccc1Br	97.7	4.9	98.0	93.8	95.4	6.2	101.6	0.2
Cc1ccc(S(=O)(=O)N2C(=O)CCC2C(=O)N2CCN(C)CC2)cc1 (stereo unspecified)	102.5	0.1	108.4	110.0	104.1	13.2	111.6	6.3
C=CCOC(=O)C1=C(C)NC(=O)NC1c1cn(-c2ccccc2)nc1-c1cccs1 (stereo unspecified)	102.5	1.8	103.8	103.4	101.7	-10.3	102.9	-6.6
N#Cc1ccsc1NC(=O)CN1CCN(c2ccccc2O)CC1	108.6	4.9	117.2	107.7	109.1	-6.5	109.0	-0.2
COC(=O)C1CC(O)CN1C(=O)c1ccco1 (stereo unspecified)	100.7	0.9	99.5	98.0	94.3	-0.3	99.3	3.3
COc1ccc(Cl)cc1C(=O)NNC(=O)c1csc(N2CCOCC2)n1	103.0	9.0	102.4	95.6	102.0	0.2	102.7	-2.5
Cc1nn(Cc2ccccc2Cl)c(Cl)c1C(=O)NCCc1ccccc1	91.7	5.2	106.7	106.4	104.7	-13.6	96.3	3.7
Cc1onc(-c2ccccc2Cl)c1C(=O)NNC(=O)C1CCN(Cc2ccccc2)CC1	99.7	-0.6	106.5	102.2	104.9	6.5	109.4	3.5
COC(=O)CNC(=O)C1CCCN1C(=O)CNC(=O)OCc1ccccc1 (stereo unspecified)	112.1	-0.8	97.8	96.2	96.2	0.1	99.0	-3.4
COc1ccc(NC(=O)NCCCN2CCN(c3ccccc3F)CC2)cc1	104.8	-1.6	105.8	99.7	97.5	0.8	105.8	11.7
Cc1cc(SCC(=O)c2cccs2)nc2c(C)cccc12	102.1	82.6*	100.0	x	99.2	-3.8	92.1	-18.8
CCOC(=O)c1cc([N+](=O)[O-])c([N+](=O)[O-])cc1NC(C)=O	142.6	0.0	92.4	78.7	80.1	-6.8	80.9	15.3
COc1ccc(/C(N)=N/OC(=O)CC2CCCCC2)cc1	97.1	-1.8	93.5	94.1	95.1	-2.3	80.6	0.3
CCC(C)N(C(=O)Cn1cnc2c1c(=O)n(C)c(=O)n2C)C1CCS(=O)(=O)C1 (stereo unspecified)	112.0	-2.5	96.8	99.4	98.7	-0.6	112.8	0.7
CC(=O)NS(=O)(=O)c1ccc(NC(=O)CC(C)c2ccccc2)cc1 (stereo unspecified)	101.4	6.9	99.3	98.8	102.5	-5.0	100.0	9.0
CCOc1cc(/C=C(\C(=O)O)c2ccc(S(=O)(=O)N3CCCC3)s2)ccc1OC	97.2	1.5	106.2	103.1	98.4	-3.5	101.6	-2.0

Source: PubChem BioAssay
